Yfh1-depleted yeast: enhancers of respiration in Yfh1-depleted yeast, dose response, Friedreich's ataxia, plus single-dose screen (AID 1465) | S. cerevisiae Yfh1-off respiration, WST-1 reduction, 72 h; higher fold induction means a stronger effect | fold induction at 50 µM, or EC50 in µM where a hit was titrated | hit rate 0.074% among 220,000;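 active means fold induction of absorbance versus untreated yeast above a set limit, then at least 30% activation at any dose in follow-up; inconclusive means repeats straddling the limit, or above it without dose testing; inactive means fold induction below the set limit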;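 further: activators that raise dye reduction in frataxin-depleted yeast; strong numbers were not always called active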
Dengue-2 NS5 capping: Dengue-2 NS5 methyltransferase inhibitors, primary screen, biochemical, confirmation dose response (AID 588689); Dengue-2 NS5 methyltransferase capping enzyme assay, biochemical; higher % means a stronger effect; inhibition, % at 25 µM; hits with a dose series show IC50 in µM; hit rate 0.3% among 340,000; in the data active means a potency from the dose series; inconclusive means inhibition above about 29% without an active follow-up result
West Nile virus CPE: inhibition of WNV-induced cytopathic effect – cell-based, CPE readout (AID 1621); West Nile virus-infected cells, CPE inhibition; higher % means a stronger effect; CPE inhibition, % at 10 µM; hits with a dose series show IC50 in µM; hit rate 0.02% among 290,000; in the data active means a potency from the dose series; inconclusive means CPE inhibition mostly from about 3.7% at the one dose, without a potency; inactive means the rest, 99 in 100 with CPE inhibition below about 2.2%; further: strong numbers were not always called active
WT yeast gro inh: growth inhibition of WT yeast, mitochondrial fusion screen; mitochondrial fusion phenotypic screen, WT strain; hit rate 2.1% among 190,000; inhibition, % at 10 µM; in the data active means inhibition above about 58%; tested in S. cerevisiae
XIAP antagonists: XIAP antagonists, biochemical, IAP family, fluorescence polarization (AID 1018). XIAP BIR domain, fluorescence polarization peptide displacement; higher % means a stronger effect. one-dose displacement, % at 20 µM; IC50 in µM for titrated hits. hit rate 0.007% among 200,000; in the data active means displacement above about 50%; further: a part of the inactive calls stands beside numbers as strong as those of hits
RSV antiviral HEp-2: inhibition of RSV-induced cytopathic effect – HEp-2 cells, primary 10 µM value included (AID 2391) | hit rate 0.13% among 310,000 | one-dose CPE inhibition, % at 10 µM; IC50 in µM for titrated hits | HEp-2 cells, RSV-induced CPE inhibition; higher % means a stronger effect; in the data active means a potency from the dose series; inconclusive means CPE inhibition mostly from about 23% at the one dose, without a potency; inactive means the rest, 99 in 100 with CPE inhibition below about 21%; further: strong numbers were not always called active
SV40 large T antigen: SV40 large T antigen inhibitors, biochemical (AID 1903) | SV40 large T antigen ATPase/helicase inhibition assay; higher % means a stronger effect | inhibition, % at 20 µM; hits with a dose series show IC50 in µM | hit rate 0.39% among 310,000; in the data active means a potency from the dose series; inconclusive means inhibition mostly from about 32% at the one dose, without a potency; inactive means the rest, 99 in 100 with inhibition below about 32%; further: strong numbers were not always called active
CSM14.1 death rescue: protection against thapsigargin-triggered cell killing – 384-well, CSM14.1, ATP luminescence, primary screen (AID 1222); CSM14.1 thapsigargin-induced death rescue, ATP luminescence; higher % means a stronger effect; 190,000 tested, under 10 active; cellular ATP content (survival), % at 20 µM, or EC50 in µM where a hit was titrated;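 active means EC50 below 50 µM in the dose-response confirmation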;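 further: death triggered by thapsigargin at about 15 µM added after 2 h compound pretreatment; cell ATP read after overnight thapsigargin exposure of roughly 18 to 22 hours; normalized against plate controls of thapsigargin alone and 5% DMSO vehicle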
K1F lysis inhibition: protection from phage-mediated lysis, alamar blue read-out – E. coli UTI89, K1F phage, bacterial capsule biogenesis inhibitors (AID 488966). E. coli UTI89 K1F phage lysis, alamar blue, 2 h; higher % means a stronger effect. hit rate 0.02% among 340,000. inhibition, % at 100 µM; hits with a dose series show IC50 in µM;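 active means phage lysis inhibition, versus mean bacterial control, above a set limit; inconclusive means no clear call, values can overlap the other calls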;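 further: capsule biogenesis inhibitors block K1F phage lysis so surviving cells raise fluorescence; higher fluorescence means more inhibition of phage lysis; actives were called in the ten point dose series up to 300 µM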
WT yeast gro inh mutant strain: also measured in WT yeast gro inh; calls as there; inhibition, %; mitochondrial fusion phenotypic screen, mutant strain inhibition
* = called active by the depositor; i = inactive; ? = inconclusive; . = no result given.

SMILES	Yfh1-depleted yeast	Dengue-2 NS5 capping	West Nile virus CPE	WT yeast gro inh	WT yeast gro inh mutant strain	XIAP antagonists	RSV antiviral HEp-2	SV40 large T antigen	CSM14.1 death rescue	K1F lysis inhibition
N#Cc1cc2c(nc1SCC(=O)O)CCCC2	i	3%	0.2%	0	14	-12%	0.8%	8%	5.2%	0.0%
O=C(N/C(=C/c1cccs1)C(=O)N1CCCCCC1)c1ccccc1	i	-4%	-0.7%	-5	0	-9.8%	1.0%	7%	-0.2%	0.9%
Cc1oc(C(C)(C)C)cc1C(=O)NCC(=O)NCC(=O)O	i	1%	0.3%	10	-1	-4.4%	1.3%	11%	0.1%	0.6%
CCCCCCCC(=O)NNC(=O)c1c(O)c2ccccc2[nH]c1=O	i	-6%	0.3%	.	.	.	-0.2%	8%	.	0.1%
COc1cccc(C(=O)CSc2nnnn2C2CCCCC2)c1	i	-4%	0.2%	-14	-3	-3.7%	0.6%	-1%	-1.1%	0.4%
CC1=C(C(=O)OCc2ccccc2)C(c2ccc([N+](=O)[O-])cc2)NC(=O)N1CCCC(=O)O (stereo not drawn)	.	2%	-0.6%	.	.	.	2.3%	6%	.	0.4%
Cn1c(COc2cccc3cccnc23)nnc1SCC(=O)O	i	-2%	-0.3%	1	10	-4.6%	2.9%	-1%	-0.1%	-0.3%
Cc1nn2c(NCCN(C)C)c3c(nc2c1-c1ccccc1)CCC3	i	1%	-0.3%	.	.	.	.	16%	.	-2.7%
CC(=O)NCc1cc(-c2ccc(Cl)cc2)no1	i	-1%	-0.7%	0	7	-0.2%	3.0%	5%	-0.9%	0.6%
Cc1cc(/C=C(/C#N)c2nc3ccccc3[nH]2)c(C)n1-c1ccccc1C(=O)O	i	-49%	2.8%	-5	9	-0.1%	2.5%	21%	-4.9%	-1.9%
CNC(=O)/C(C#N)=C/c1c(N2CCN(c3cccc(Cl)c3)CC2)nc2c(C)cccn2c1=O	.	0%	-0.9%	.	.	.	4.8%	-2%	.	0.5%
Cc1cc(C(=O)COc2ccc3ccc(=O)oc3c2)c(C)n1C	i	2%	-0.6%	-18	7	-8.0%	2.9%	14%	0.6%	-2.4%
S=C(NCCCN1CCOCC1)Nc1ccc(Nc2ccccc2)cc1	i	2%	-0.7%	3	3	-6.4%	-0.4%	33%	0.0%	0.1%
Cc1cc(C)c(C#N)c(N2CCN(CCOc3ccc(Cl)cc3)CC2)n1	i	-1%	-0.1%	65*	50*	-3.2%	0.8%	20%	-2.5%	0.4%
CNC(=S)N/N=C/c1cc(C)ccc1C	i	1%	-0.6%	5	30	-9.5%	-0.2%	21%	0.0%	0.8%
O=[N+]([O-])c1cccc(-c2ccc(/C=N/NC(=S)NCc3ccco3)o2)c1	i	-5%	0.5%	.	.	.	13%	14%	.	0.7%
COc1ccc(C2(c3ccc(OC)cc3)NC(=O)N(CC(=O)Nc3ccccc3C(F)(F)F)C2=O)cc1	.	-8%	-0.4%	.	.	.	2.8%	8%	.	0.0%
O=C(Nc1ccccc1F)c1ccc2nc(N3C(=O)CCC3=O)sc2c1	i	-10%	0.1%	-16	10	-9.9%	0.7%	2%	-0.8%	0.3%
Cc1cc(C)n2nc(SCc3ccc(F)cc3Cl)nc2n1	.	5%	-1.1%	.	.	.	1.9%	10%	.	0.1%
CCOC(=O)N1CCN(C(=O)CSc2nnc(CNC(=O)c3ccccc3F)o2)CC1	i	-1%	-0.5%	11	-8	-4.7%	0.9%	3%	14%	1.7%
O=C1CNC(=O)/C1=C\c1ccc(O)cc1	i	-28%	0.9%	5	5	-5.5%	0.6%	11%	-0.7%	-10%
NC(CSC12CC3CC(CC(C3)C1)C2)C(=O)O (stereo not drawn)	i	1%	0.1%	11	12	-2.7%	1.1%	4%	-0.2%	0.0%
O=C(Nc1ccnn1C1CCN(Cc2ccccc2)CC1)C1CCCC1	.	-3%	0.5%	.	.	.	0.4%	6%	.	-0.2%
COc1ccc(CCNC(=O)COc2ccc([N+](=O)[O-])cc2)cc1	i	1%	0.2%	-2	3	-2.5%	3.2%	2%	-1.7%	3.2%
O=C(CCn1c(=O)oc2ccccc21)N1CCCCCC1	i	-9%	0.5%	-30	-7	-4.0%	2.1%	-1%	0.7%	1.0%
CC1CC(C)CN(CCCCOc2ccc([N+](=O)[O-])cc2)C1 (stereo not drawn)	i	-1%	-0.7%	18	42	-5.0%	-0.1%	18%	-2.2%	4.6%
Cc1c(Cl)cccc1NS(=O)(=O)c1ccc2c(c1)C1C=CCC1C(c1ccc(C(=O)O)cc1)N2 (stereo not drawn)	i	62µM*	-0.1%	1	2	-0.3%	13%	?	0.3%	-1.9%
O=C(Nc1ccc2c(c1)CCC2)c1cccc(S(=O)(=O)Nc2ccccc2Cl)c1	i	-9%	-1.1%	51	13	-2.2%	14%	0%	5.8%	4.5%
Cc1oc2c(c1C(=O)Nc1cccc(C(=O)O)c1)CCCC2	i	3%	0.1%	-17	2	-5.6%	0.8%	12%	1.8%	1.9%
COc1cccc(NC(=O)CN(C)S(=O)(=O)c2ccc(C)cc2)c1	i	-6%	-0.3%	-2	-11	-1.2%	1.6%	-6%	.	-2.3%
COc1ccc(OC)c(S(=O)(=O)N2C(C)CCCC2C)c1 (stereo not drawn)	i	-10%	0.0%	1	-7	2.3%	1.3%	0%	.	-0.7%
Cc1ccc(Nc2nc(CSc3nnnn3-c3ccccc3)cs2)cc1	i	-13%	-1.2%	-11	-9	0.1%	11%	19%	-1.4%	0.3%
O=C1CN(C(=O)COC(=O)/C=C/c2ccc(S(=O)(=O)N3CCOCC3)cc2)c2ccccc2N1	i	-13%	0.1%	1	-2	-6.8%	0.6%	0%	-0.3%	-0.4%
COc1ccc(/C=N\Nc2ncc(F)c(N3CCOCC3)n2)cc1OC	i	2%	0.7%	.	.	.	0.8%	23%	.	-0.3%
CCOC(=O)N1CCC(NC(=O)c2cc3ccccn3n2)CC1	.	-1%	.	13	6	-1.8%	0.8%	1%	0.0%	0.0%
Cc1[nH][nH]c(=O)c1C=NCc1cccnc1	i	-1%	0.3%	-1	16	-3.6%	1.4%	6%	.	0.1%

5 entries already listed, ordered by SMILES length, low to high:
SMILES	Yfh1-depleted yeast	Dengue-2 NS5 capping	West Nile virus CPE	WT yeast gro inh	WT yeast gro inh mutant strain	XIAP antagonists	RSV antiviral HEp-2	SV40 large T antigen	CSM14.1 death rescue	K1F lysis inhibition
O=C(CCn1c(=O)oc2ccccc21)N1CCCCCC1	i	-9%	0.5%	-30	-7	-4.0%	2.1%	-1%	0.7%	1.0%
Cc1oc2c(c1C(=O)Nc1cccc(C(=O)O)c1)CCCC2	i	3%	0.1%	-17	2	-5.6%	0.8%	12%	1.8%	1.9%
Cc1ccc(Nc2nc(CSc3nnnn3-c3ccccc3)cs2)cc1	i	-13%	-1.2%	-11	-9	0.1%	11%	19%	-1.4%	0.3%
CC1CC(C)CN(CCCCOc2ccc([N+](=O)[O-])cc2)C1 (stereo not drawn)	i	-1%	-0.7%	18	42	-5.0%	-0.1%	18%	-2.2%	4.6%
Cc1c(Cl)cccc1NS(=O)(=O)c1ccc2c(c1)C1C=CCC1C(c1ccc(C(=O)O)cc1)N2 (stereo not drawn)	i	62µM*	-0.1%	1	2	-0.3%	13%	?	0.3%	-1.9%

Remaining list, next part.
SMILES	Yfh1-depleted yeast	Dengue-2 NS5 capping	West Nile virus CPE	WT yeast gro inh	WT yeast gro inh mutant strain	XIAP antagonists	RSV antiviral HEp-2	SV40 large T antigen	CSM14.1 death rescue	K1F lysis inhibition
CCOc1ccc(CCNC(=O)c2ccc3nc(CC)c(CC)nc3c2)cc1	.	4%	0.0%	.	.	.	0.1%	9%	.	0.0%
CC1CCc2[nH]nc(C(=O)O)c2C1 (stereo not drawn)	i	-5%	0.5%	16	-3	-1.1%	-1.6%	-4%	-1.3%	1.1%
C/C(=C\C(=O)c1ccc(Cl)s1)N(C)C	i	13%	0.2%	5	19	-5.4%	0.8%	4%	-2.4%	0.0%
Cc1ccccc1-n1c(SCC(=O)NC(N)=O)nc2sc(-c3ccccc3)cc2c1=O	i	-5%	-0.9%	12	-14	-3.2%	4.3%	11%	-1.9%	5.2%
COc1ccc(C(=O)C(OC(=O)c2ccccc2)c2ccccc2)cc1 (stereo not drawn)	.	-2%	.	21	-8	-2.4%	0.4%	14%	i	0.0%
Cc1nn(CCC#N)c(N)c1C1(O)C(=O)Nc2c(Cl)cc(Cl)cc21 (stereo not drawn)	i	2%	0.1%	.	.	.	3.1%	13%	.	0.3%
CC(OC(=O)COc1cccc2c1OC(C)(C)C2)C(=O)Nc1ccc(S(N)(=O)=O)cc1 (stereo not drawn)	.	4%	.	.	.	.	0.0%	14%	.	-2.0%
CCOc1ccc(NC(=O)COC(=O)Cc2ccc(S(=O)(=O)N3CCOCC3)s2)cc1	i	-7%	0.7%	-3	-4	-2.9%	0.2%	5%	0.0%	0.6%
O=C(O)CSc1c(-c2ccccc2)c2cc(Cl)ccc2[nH]c1=O	i	1%	0.2%	-10	12	2.4%	2.1%	14%	-0.1%	2.4%
N#Cc1nc(Cc2ccccc2)oc1N1CCN(c2ccccc2)CC1	i	0%	-0.5%	.	.	-13%	?	35%	-2.4%	3.8%
CCOc1ccc(NC(=O)CCS(=O)(=O)c2ccc(C)cc2)cc1	.	-1%	-1.1%	.	.	.	1.0%	6%	.	0.0%
COc1cccc(S(=O)(=O)N2CCN(Cc3ccc4c(c3)OCO4)CC2)c1	.	-5%	-0.7%	.	.	.	1.1%	7%	.	0.0%
Cc1nc(-c2cccc(S(=O)(=O)N3CC(C)CC(C)C3)c2)cs1 (stereo not drawn)	i	3%	0.3%	-8	-7	-1.5%	8.2%	-4%	-2.6%	-0.4%
O=C(Nc1nc(-c2ccccc2)cs1)c1ccc(S(=O)(=O)N2CCc3ccccc32)cc1	i	1%	-0.7%	18	8	-4.3%	1.4%	-20%	4.9%	-0.1%
CCCOCC(O)CCc1n[nH]c(=S)n1-c1ccccc1 (stereo not drawn)	i	.	0.3%	-6	-2	-3.6%	-1.3%	23%	-0.8%	-0.6%
COc1cc2c(cc1OC)C1(Nc3c-2c(Cc2ccccc2)nn3-c2ccccc2)C(=O)Nc2ccccc21 (stereo not drawn)	i	2%	0.7%	7	12	0.0%	28%	9%	0.4%	-0.5%
NS(=O)(=O)c1ccc(N=Nc2c(O)ccc3ccccc23)cc1	i	0%	1.3%	-7	-3	-2.6%	-1.4%	3%	0.1%	-1.8%
CS(=O)(=O)N1CCN(c2ccc(NC(=O)CSc3nnc(-c4ccco4)o3)cc2)CC1	i	-7%	0.5%	0	6	-2.0%	-2.0%	-7%	-0.5%	-0.4%
COc1ccc(NC(=O)CSc2nnnn2C2CC3C=CC2C3)cc1 (stereo not drawn)	.	-4%	-0.6%	.	.	.	2.1%	12%	.	0.3%
